# 15-hLO-2 inh = qHTS Assay for Inhibitors of 15-hLO-2 (15-human lipoxygenase 2); 110,000 compounds, 0.56% hits; purified 15hLO-2, xylenol orange hydroperoxide absorbance; Polyunsaturated fatty acid lipoxygenase ALOX15B (Homo sapiens), O15296; Potency, µM (series often up to 57.1 µM), inactives show top-dose activity change, negative = inhibition, usual class: inhibitors; also: potency is read from the fitted curve at half-maximal effect; nearly all actives have a fitted effect of over 60% in size; many of its hits are not listed in these tables
#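 Read-out: hydroperoxide product oxidises ferrous iron, measured as xylenol orange complex via the 573-to-405 nm absorbance ratio after 30 min. Reaction: 50 nM enzyme, 15 min compound preincubation, 45 uM arachidonic acid, 90 min RT, Hepes pH 7.5 with Triton X-100.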
# IMPase inh = qHTS Assay for Identifying the Cell-Membrane Permeable IMPase Inhibitors. CHO-M1 cells, IP1 accumulation, HTRF TR-FRET ratio. AID 901, 2007. 120,000 tested, under 10 active. inhibition (IP1 accumulation), % at 46.1 µM; active = well fitted curve in the direction sought with a large enough effect in the signal ratio, not every such curve was filed as active; inconclusive = small, poorly fitted or top-dose-only effect, or a change in a side signal; inactive = no such curve, though single readings can be large or run the other way; the % refers to the signal ratio;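 also: cells stimulated with carbachol in lithium chloride buffer; plate controls were DMSO basal wells for no effect and reference inhibitor wells for full effect; higher means more IMPase inhibition seen as more IP1 and lower FRET ratio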
# Target sequence (P97697 whole entry, looked up): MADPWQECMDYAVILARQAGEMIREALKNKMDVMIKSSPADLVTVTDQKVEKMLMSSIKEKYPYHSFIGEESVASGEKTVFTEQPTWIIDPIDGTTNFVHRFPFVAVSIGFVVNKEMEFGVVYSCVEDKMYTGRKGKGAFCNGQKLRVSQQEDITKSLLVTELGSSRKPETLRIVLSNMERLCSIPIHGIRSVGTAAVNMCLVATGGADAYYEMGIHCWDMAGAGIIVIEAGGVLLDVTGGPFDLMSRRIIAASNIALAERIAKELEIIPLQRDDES
#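 Cellular IMPase inhibition is scored as a rise in cytosolic IP1, detected by competitive TR-FRET between d2-labelled IP1 and a europium anti-IP1 antibody. M1-expressing CHO cells were stimulated with carbachol for 30 min at 37C, with lithium (50 mM LiCl) present in the buffer.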
# 12-hLO inh = qHTS Assay for Inhibitors of 12-hLO (12-human lipoxygenase) | Polyunsaturated fatty acid lipoxygenase ALOX12 (Homo sapiens), P18054 | purified 12-hLO, xylenol orange hydroperoxide absorbance | Potency, µM (top dose mostly 57.1 µM), inactives show at the top dose activity change, negative = inhibition, actives largely listed as inhibitors | 150,000 compounds, 0.12% hits | AID 1452, 2008; also: potency is read from the fitted curve at half-maximal effect; nearly all actives have a fitted effect of over 55% in size; many of its hits are not listed in these tables
# Target sequence (P18054 whole entry, looked up): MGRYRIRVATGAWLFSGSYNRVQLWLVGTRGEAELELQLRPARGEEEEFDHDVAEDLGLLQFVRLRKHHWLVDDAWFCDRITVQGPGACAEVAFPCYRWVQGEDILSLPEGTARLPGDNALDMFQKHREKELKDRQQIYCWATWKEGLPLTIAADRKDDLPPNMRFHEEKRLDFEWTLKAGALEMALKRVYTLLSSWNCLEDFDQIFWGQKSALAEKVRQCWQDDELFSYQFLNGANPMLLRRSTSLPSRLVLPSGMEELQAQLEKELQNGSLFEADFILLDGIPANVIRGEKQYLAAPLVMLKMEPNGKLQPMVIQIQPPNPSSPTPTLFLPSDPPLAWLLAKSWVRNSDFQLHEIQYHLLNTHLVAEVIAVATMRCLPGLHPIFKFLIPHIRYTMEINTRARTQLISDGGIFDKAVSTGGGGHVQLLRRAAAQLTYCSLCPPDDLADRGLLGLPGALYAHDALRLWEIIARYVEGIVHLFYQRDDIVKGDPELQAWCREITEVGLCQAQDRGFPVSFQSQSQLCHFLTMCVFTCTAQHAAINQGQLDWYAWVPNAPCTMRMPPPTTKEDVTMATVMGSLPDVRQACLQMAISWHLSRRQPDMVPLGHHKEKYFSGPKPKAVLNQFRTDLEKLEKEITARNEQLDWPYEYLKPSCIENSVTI
#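 Purified human 12hLO (150 nM final) was preincubated with compounds for 15 min at room temperature in 25 mM Hepes pH 7.0, 0.01% Triton X-100, then reacted with 40 uM arachidonic acid for 30 min. Hydroperoxide was detected with ferrous iron/xylenol orange.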
# PNC assembly inh = High Content Assay for Compounds that inhibit the Assembly of the Perinucleolar Compartment. PC3M PTB-GFP, PNC prevalence imaging, 16 h; active compounds read low. activity change (PNC), negative = inhibition, % at 10 µM. 140,000 compounds, 3.1% hits;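 active = readout at or below -70, meaning at least 70% loss of cells showing the perinucleolar compartment, a nuclear body marking cancer cells; inconclusive = readout between -30 and a set limit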;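 also: plate controls were DMSO wells for no effect and camptothecin positive control wells for full effect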
#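 PC3M cells stably expressing PTB-GFP, 750–1000 cells/well, treated 16 h at 37 °C with compound (23 nl of library stock), in duplicate. After paraformaldehyde fixation and Hoechst stain, imaged at 20x; PNC prevalence scored by image analysis.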
# Starred values were filed as active, the others as inactive; ? = inconclusive; / = no result given; [ ] = another dose, or the depositor's remark. Unless noted, calls follow the shape of the dose curve; as a rule, active = well fitted curve in the direction sought with a large enough effect; inconclusive = small, poorly fitted or top-dose-only effect, or another doubt; inactive = no such curve, though single readings can be large; an effect the other way counts as inactive or inconclusive. Unless noted, % is scaled to controls: 0 for no effect and ±100 for the full control effect.
IMPase inh	12-hLO inh	15-hLO-2 inh	PNC assembly inh	Molecule
-7	-8%	2%	4	CCC(=O)N(Cc1cc2cc(C)c(C)cc2[nH]c1=O)C1CCCCC1
-2	1%	-5%	?	CCN1C(=O)c2cccc3c(S(=O)(=O)NCCCN4CCOCC4)ccc1c23
-2	-1%	6%	37	CCN1CCN(c2nc3c(c(=O)n(C)c(=O)n3C)n2Cc2cccc3ccccc23)CC1
3	-7%	-6%	-16	CCOc1ccccc1-n1nnnc1SCC(=O)NC(=O)NCc1ccco1
/	4%	6%	/	COCCOC(=O)c1ccccc1C(=O)OCCOC
9	-5%	6%	15	COc1cccc(C2N(c3cccc(Cl)c3)C(=O)C3CCCN32)c1OC (stereo unspecified)
-11	-2%	-3%	?	N#Cc1c(-c2ccccc2)nc(-c2ccccc2)[nH]c1=O
/	-5%	/	-2	CC(C)(C)Sc1ccc2nc3c(n2c1)CCCC3
/	-6%	/	25	COC(=O)C1=C(C)N(Cc2ccc(C)cc2)C(=O)/C1=C\c1cc(OC)c(OC)c(OC)c1
4	-6%	0%	-27	C=CCNCCCCOc1ccc(C)cc1[N+](=O)[O-]
/	-1%	/	8	COC(=O)c1c(NC(=O)/C=C/C(=O)O)sc(Cc2ccccc2)c1C
3	3%	/	-14	CN1/C(=C\C(=O)Nc2ccc(F)cc2)C(C)(C)c2ccccc21
/	-3%[11.4 µM]	-2%[11.4 µM]	/	CC(C)(SCc1ccccc1)[C@H](N)C(=O)O
-2	-4%	/	13	CCc1cc2c(=O)c(-c3ccc4c(c3)OCCO4)coc2cc1OS(C)(=O)=O
/	0%	/	?	Cc1cccc(C)c1Nc1nnc(SCC(=O)Nc2cc(S(=O)(=O)N3CCCCC3)ccc2Cl)s1
2	3%	1%	18	O=C(Cn1cnc2ccccc2c1=O)NCC1COc2ccccc2O1 (stereo unspecified)
0	-8%	-4%	?	Cc1ccc(C(c2sc3nc(C)nn3c2O)N2CCN(c3ccccc3F)CC2)cc1 (stereo unspecified)
1	-5%	/	?	COc1cc(N=c2c([N+](=O)[O-])nn(-c3ccc4c(c3)OCCO4)n2O)cc(OC)c1
7	-8%	-10%	?	O=C(NC1CCCCCC1)c1c(O)c2cccc3c2n(c1=O)CCC3
-4	2%	-2%	-15	CC(=O)Nc1ccc(C(=S)NCc2ccco2)cc1
-9	3%	-1%	-22	COc1ccc2nc(N3CCOCC3)cc(C)c2c1
2	-2%	5%	-18	CCOC(=O)c1c(NC(=O)c2ccc(N3C(=O)C4C5C=CC(C5)C4C3=O)cc2)sc2c1CCCC2 (stereo unspecified)
13	2%	/	9	CC1CN(C2CCN(C(=O)c3cccc(Cl)c3)CC2)CC(C)O1 (stereo unspecified)
-2	-15%	-11%	?	CCSc1ncnc2c1sc1nc(-c3ccco3)c3c(c12)CC(C)(C)OC3
18[1.84 µM]	3%	5%[11.4 µM]	?	CS(=O)(=O)c1ccc2nc(NC(=O)CN3CCN(Cc4ccccc4)CC3)sc2c1
3	2%	-6%	22	Cc1ccc(S(=O)(=O)NC(=O)N2CCCC(C)(C)C2)cc1
1[20.6 µM]	-5%	13%	?	CCCSc1ccc2nc(NC(=O)OC)[nH]c2c1
/	2%	/	4	CC(C)c1ccc(-c2nnc(N)s2)cc1
6	-9%	38%[activator]	9	O=C(Nc1nc2ccccc2n1CCOc1ccccc1)c1ccco1
14	-1%	?	-27	O=C(O)/C=C\C(=O)Nc1ccccc1C#Cc1ccccc1
/	3%	/	45	Nc1cc(Cl)ccc1C(=O)OCC(=O)NC(=O)NCc1ccccc1
-1	3%	-12%	-14	Fc1cccc(NC(=S)NCCCN2CCOCC2)c1
6	5%	5%	31	COc1ccc(OC)c(N(CC(=O)N2CCc3ccccc3C2)S(C)(=O)=O)c1
4	-4%	/	58	COc1ccc(-n2c(Cc3cccn3C)nnc2SCC(N)=O)cc1
-1	1%	/	22	C=CCn1c(N)cc(=O)nc1SCC(=O)Nc1ccc2ccccc2c1
-3	-6%	-5%	3	O=C1NC(Cc2c[nH]c3ccccc23)C(=O)N1CCOc1ccc(F)cc1 (stereo unspecified)
3	-3%	-2%	/	C[C@@H]1C(=O)O[C@H]2[C@@H](O)[C@@]34[C@H]5CC(C(C)(C)C)[C@]36[C@@H](OC(=O)[C@@H]6O)O[C@@]4(C(=O)O5)[C@@]12O (stereo partly specified)
2	-4%	-5%	8	CCC1(C)NC(=O)N(CC(=O)Nc2sc3c(c2C(N)=O)CCC3)C1=O (stereo unspecified)
2	-3%	0%	11	CCC(C)NC(=O)c1ccccc1NC(=O)CN(c1ccc(OC)cc1)S(C)(=O)=O (stereo unspecified)
/	-1%	/	?	COc1ccc(NS(=O)(=O)c2ccc(O)c(NC(=O)c3cc4c(C)nn(-c5ccc(F)cc5)c4s3)c2)cc1
-2	-8%	/	?	O=C(c1cccs1)N1CCC(Cc2ccccc2)CC1
-1	-3%	4%	0	O=C(/C=C/Nc1cccc(O)c1)c1ccccc1
/	-3%	/	-4	CCCC(=O)NNc1c2ccccc2nc2ccccc12
5	-6%	-9%	7	COCCn1c(SCC(=O)Nc2ccc3c(c2)OCCO3)nnc1-c1c[nH]c2ccccc12
0	3%	/	40	O=C(CCCCn1c(=S)[nH]c2ccsc2c1=O)NCc1ccco1

# Compound profiles (already shown). Order of screens: IMPase inh	12-hLO inh	15-hLO-2 inh	PNC assembly inh
# C[C@@H]1C(=O)O[C@H]2[C@@H](O)[C@@]34[C@H]5CC(C(C)(C)C)[C@]36[C@@H](OC(=O)[C@@H]6O)O[C@@]4(C(=O)O5)[C@@]12O (stereo partly specified) in the list: 3	-3%	-2%	/
# O=C(c1cccs1)N1CCC(Cc2ccccc2)CC1 in the list: -2	-8%	/	?
# Nc1cc(Cl)ccc1C(=O)OCC(=O)NC(=O)NCc1ccccc1 in the list: /	3%	/	45
# O=C1NC(Cc2c[nH]c3ccccc23)C(=O)N1CCOc1ccc(F)cc1 (stereo unspecified) in the list: -3	-6%	-5%	3

# (list continues)
IMPase inh	12-hLO inh	15-hLO-2 inh	PNC assembly inh	Molecule
5	3%	-4%	38	S=C(Nc1ccccc1)N1N=CCC1c1ccccc1 (stereo unspecified)
/	0%	/	5	COc1cc(C(=O)NC(=S)NNC(=O)c2cnccn2)cc(OC)c1OC
/	-10%	/	?	COc1cc(C2NCC(c3ccc(Cl)cc3Cl)c3c2[nH]c2ccccc32)cc(OC)c1OC (stereo unspecified)
3	-1%	8%	-2	COc1ccccc1Nc1ncc(C(=O)N2CCC(C(N)=O)CC2)c2ccccc12
-7	3%	/	63	COc1cc(NC(=O)c2ccc(Cl)cc2Cl)ccc1-c1cc2ccccc2oc1=O
/	-1%	/	26	N#C/C(=C\c1ccc(-c2ccccc2Cl)o1)C(=O)Nc1nc2ccccc2s1
-10	2%	3%	32	O=C(CCCCC(=O)NCc1cccs1)NCc1cccs1
-3	5%	-9%	36	O=C(NCc1ccc2c(c1)OCO2)C(=O)NC1CCCCC1
/	0%	2%	/	CC(O)COC(C)(C)C (stereo unspecified)
6	1%	4%	?	COc1ccc(CNC(=O)C(CCSC)NC(=O)c2ccco2)cc1 (stereo unspecified)
3	-4%	/	-11	CC1CCN(c2nc(-c3cccnc3)nc3scc(-c4ccccc4)c23)CC1
-7	5%	2%	7	O=C(O)[C@H](CO)Nc1ncnc2sc3c(c12)CCC3
/	-2%	/	15	Cc1ccc(C)c(SCC(=O)NC(=O)Nc2ccc3c(c2)OCCO3)c1
7	-16%	-10%	-9	CN(CC(=O)Nc1nc2ccc(F)cc2s1)S(=O)(=O)c1ccc(Cl)cc1
/	-18%[11.4 µM]	2%[11.4 µM]	/	C[C@@H]1c2ccccc2Cn2cc3c(c21)C(=O)c1cccc(OP(=O)(O)OCc2ccccc2)c1C3=O
17	-1%	0%	-2	Cc1ccc(NC(=O)c2ccc(NS(=O)(=O)c3c(C)noc3C)cc2)cc1C
/	-7%[11.4 µM]	-21%[11.4 µM]	/	Cc1ccc(C2=C(Cl)C(=O)C(c3ccc(C)cc3)=C(Cl)C2=O)cc1
4	6%	46%[activator]	?	COCC(N)(c1ccccc1)c1nc2ccccc2n1C (stereo unspecified)
0	3%	0%	-1	Cc1cccc(Cn2c(SCCN3CCOCC3)nc3c2c(=O)n(C)c(=O)n3C)c1
-13	0%	0%	-6	O=C(CN1C(=O)c2cccc3cccc1c23)N1CCN(c2ccccc2)CC1
6	-6%	5%	13	COc1cc(CN2CCC(C(=O)NC3CCCC3)CC2)cc(Br)c1O
/	4%	/	12	CCOC(=O)c1nc2nc(-c3cccs3)cc(C(F)(F)F)n2n1
/	-1%	/	-89*	Cc1ccc(CCC(=O)Nc2ncc(Cc3cc(Cl)ccc3Cl)s2)o1
6	-7%	/	37	O=C(Oc1ccc2ccccc2c1Cl)N1CCCCCC1
2	0%	4%	30	CCc1nc(NCC(C)C)c(C#N)c2c1COC(C)(C)C2
?	0%	-3%	-19	C=CCN(CC=C)S(=O)(=O)c1ccc2nsnc2c1
-8	2%	-11%	31	Cn1cnnc1SCC(=O)Nc1ccc2c(c1)CCC2
/	16%	/	-115*	CC(=O)OCC1O[C@@H](O[C@@H]2C[C@H]3C(C)(C)[C@H](OC(C)=O)CC[C@]3(C)[C@H]3CC[C@]45C[C@]4(CC[C@H]5[C@@H](C)C[C@@H](O)[C@H](O)C(C)(C)O)[C@@]32C)[C@H](O)[C@@H](O)[C@@H]1O (stereo partly specified)
/	3%	/	-21	CCC/C(=N\NC(=O)c1ccc(CSc2nncn2C)cc1)c1ccccc1
4	-9%	-5%	?	O=C1OCc2cc(NC(=O)C3CCCCC3)ccc21
-3	-21%	-2%	-114*	COc1ccc(C(C(=O)NC2CCCC2)N(CCN(C)C)C(=O)c2snc(C(N)=O)c2N)cc1 (stereo unspecified)
4	3%	/	23	COC(=O)c1ccc(NC(=O)COC(=O)c2cccc3c(=O)c(C)c(-c4ccccc4)oc23)cc1
-1	6%	-15%	?	Cc1ccc(NC(=O)/C(C#N)=C/c2ccc(Sc3nc(C)cc(C)n3)o2)cc1
0	-3%	-3%	17	O=C(C1CCC(CNc2nc(=S)[nH]c3ccccc23)CC1)N1CCN(c2ccccn2)CC1 (stereo unspecified)
-3	1%	2%	?	C=CCSc1nnc(-c2ccncc2)n1-c1ccc(OCC)cc1
-1	4%	9%	24	COc1nc(N/N=C/c2ccccc2F)nc(N2CCCCC2)n1
1	2%	/	-10	Cc1sc(NC(=O)CN(Cc2ccc(F)cc2)C(=O)C(C)C)c(C(N)=O)c1C
0	2%	6%	-4	O=C(Nc1c(Cl)cccc1Cl)c1ccc(-c2ccccc2)cc1
12	2%	/	-11	CCOC(=O)CNC(=O)c1cccs1
9	-7%	-1%	32	COc1ccccc1C(=O)NC(C)c1nc2ccccc2[nH]1 (stereo unspecified)
-1	0%	-4%	6	CCOC(=O)C(C)Oc1cccc2c(=O)n(CC(=O)N3CCCc4ccccc43)ccc12 (stereo unspecified)
-1	-9%	-30%	6	CN(CCc1ccccn1)C1CC(=O)N(c2ccc(Cl)cc2)C1=O (stereo unspecified)
-6	1%	1%	1	CC(C)(C)n1nnnc1C(c1cccs1)N1CCN(C(=O)c2ccco2)CC1 (stereo unspecified)
-3	-2%	-6%	33	CC(C)[C@@H]1NC(=O)N(c2ccc(Oc3ccccc3)cc2)C1=O
-4	0%	0%	26	O=C(Nc1ccccc1C(=O)N1CCN(Cc2ccccc2)CC1)c1ccccn1
/	-3%	/	45	CCOC(=O)NC(=O)C(=CNc1cccc(OC)c1)C(=O)NC(=O)OCC

# Screening data: PubChem BioAssay, National Center for Advancing Translational Sciences (NCATS)

# These rows are one share of the data; rates above refer to the full screens.
